# phage Ecoli inh = E. coli growth loss with phage present; 360,000 compounds, 0.26% hits; growth absorbance; AID 651602; inhibition, % at 11.9 µM; in the data active = inhibition above about 11%
# HTR5A ag = counter-screen for OPRM1-OPRD1 agonists: human HTR5A agonism; P47898; HTR5A agonist assay, luminescence, cell-based; activation, % at 9.3 µM; 340,000 compounds, 0.61% hits; AID 504692; in the data active = activation mostly above about 9.5%, no sharp cut-off; inactive = mostly below about 7.6%;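 note: 0% = cells with vehicle only and 100% = reference agonist; strong numbers were not always called active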
# Ecoli viability = reduces bacterial viability in AddAB counter-screen. inhibition, % at 11.9 µM. E. coli V3065 growth, OD600 absorbance, 18 h. 330,000 compounds, 0.27% hits;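 active = inhibition above the campaign's mean inhibition across all tested compounds plus 3 SD, cut at about 9.9% in these data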;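 note: uninfected addAB+ strain grown without phage in ampicillin broth; 0% = DMSO wells and 100% = ciprofloxacin 0.95 µg/ml wells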
# HTR5A inv ctr = HTR5A inverse agonism, opioid heterodimer counter-screen. 340,000 compounds, 0.083% hits. HTR5A cell line, luminescence. P47898. AID 504634. inhibition, % at 9.3 µM; in the data active = inhibition mostly above about 23%, no sharp cut-off; inactive = mostly below about 18%;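 note: 0% = cells with DMSO and 100% = no-cell wells with DMSO; some compounds called inactive have numbers as strong as hits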
# AddAB inh = less growth of phage-infected E. coli with AddAB. E. coli expressing H. pylori AddAB, absorbance growth. inhibition, % at 11.9 µM. 330,000 compounds, 0.29% hits. AID 435030; in the data active = inhibition above about 12%;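 note: 0% = vehicle wells of infected cells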
# PKA-R1A act = PKA-R1A complex activation | activation, % at 11.4 µM | P00514+P68181 | PKA-R1A dissociation, Cy5-IP20 fluorescence polarization; scaled: DMSO 0%, 113 µM cGMP 100% | 340,000 compounds, 0.083% hits | AID 504707;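 active = percent activation above the mean of all tested compounds plus 3 SD, cut at about 19% in these data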;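 note: higher means more PKAc released from R1A so a rise in polarization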
# Mot1-301 SUMO = blocks SUMOylation pathway, rescuing yeast Mot1-301 growth. S. cerevisiae Mot1-301 growth rescue, ATP luminescence, 38.5C; percent above DMSO median, 100 means doubled. growth rescue, % at 18.8 µM. 320,000 compounds, 1% hits. AID 2716;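 active = every valid replicate shows activation above 250% relative to neutral control wells; inactive = the rest, any valid replicate at or below 250%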;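 note: OY570 slx delta 5 strain wells were the positive control but not used for scaling; some compounds called inactive have numbers as strong as hits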
# OPRM1-OPRD1 inv = inverse agonists of human mu-delta opioid receptor heterodimerization. 340,000 compounds, 0.21% hits. inhibition, % at 9.3 µM. cell-based MOR-DOR heterodimer luminescence, inverse agonism; in the data active = inhibition above about 22%, passing the limit was not always enough;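 note: 0% = cells with DMSO and 100% = wells without cells with DMSO; values of inactives mirror those of a sister screen read the other way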
# Target sequence (P35372 whole entry, looked up): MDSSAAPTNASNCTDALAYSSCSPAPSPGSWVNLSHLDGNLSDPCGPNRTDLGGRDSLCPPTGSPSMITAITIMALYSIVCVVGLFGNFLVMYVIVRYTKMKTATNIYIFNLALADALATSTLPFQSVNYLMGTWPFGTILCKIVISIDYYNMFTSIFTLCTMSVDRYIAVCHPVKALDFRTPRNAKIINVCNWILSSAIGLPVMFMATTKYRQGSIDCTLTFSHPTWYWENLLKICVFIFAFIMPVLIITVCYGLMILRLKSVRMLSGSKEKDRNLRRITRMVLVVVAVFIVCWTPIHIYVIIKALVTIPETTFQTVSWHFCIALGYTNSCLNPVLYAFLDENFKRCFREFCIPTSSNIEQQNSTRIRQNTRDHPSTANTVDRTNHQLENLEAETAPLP
# Target sequence (P41143 whole entry, looked up): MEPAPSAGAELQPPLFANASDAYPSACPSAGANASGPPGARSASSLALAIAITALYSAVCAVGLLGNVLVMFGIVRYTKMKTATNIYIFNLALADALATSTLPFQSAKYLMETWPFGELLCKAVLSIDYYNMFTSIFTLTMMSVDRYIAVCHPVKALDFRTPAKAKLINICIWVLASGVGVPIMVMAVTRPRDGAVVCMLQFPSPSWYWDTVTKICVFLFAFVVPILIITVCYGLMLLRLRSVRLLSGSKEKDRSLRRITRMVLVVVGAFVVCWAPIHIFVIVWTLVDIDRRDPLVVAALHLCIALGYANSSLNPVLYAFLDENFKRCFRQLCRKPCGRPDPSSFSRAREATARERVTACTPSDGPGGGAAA
# DSG3 Ab inh = inhibitors of pemphigus antibody binding to human desmoglein-3; P32926; AID 588358; binding (percent of control), % at 10 µM; DSG3-coupled beads, scFv-anti-DSG3-GFP binding, flow cytometry; active compounds read low; 310,000 compounds, 0.48% hits;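 active = binding more than 3 SD below its plate's average and above zero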;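 note: hits lower antibody fragment binding to DSG3; some compounds called inactive have numbers as strong as hits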
# PfHsp90 yeast 2 = reduces growth (ATP signal) of yeast expressing P. falciparum Hsp90; S. cerevisiae expressing PfHsp90, BacTiter-Glo ATP, 48 h; yeast lacking PDR1 and PDR3 efflux regulators; inhibition, % at 9.4 µM; 310,000 compounds, 0.32% hits;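 active = every replicate shows inhibition above about 80%, whatever the replicate mean, limit read from the data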;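 note: 0% = DMSO neutral controls and 100% = 20 µM radicicol positive controls; yeast relying on Plasmodium falciparum Hsp90 in place of its own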
# MOR-DOR ag = OPRM1-OPRD1 heterodimerization agonism. P35372+P41143. cells, luminescence. 340,000 compounds, 0.3% hits. activation, % at 9.3 µM. AID 504326; in the data active = activation above about 18%;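 note: 0% = vehicle-treated cells and 100% = reference agonist; values of inactives mirror those of a sister screen read the other way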
# An asterisk follows results filed as active; / = not tested or not shown.
SMILES,phage Ecoli inh,HTR5A ag,Ecoli viability,HTR5A inv ctr,AddAB inh,PKA-R1A act,Mot1-301 SUMO,OPRM1-OPRD1 inv,DSG3 Ab inh,PfHsp90 yeast 2,MOR-DOR ag
CCc1nc2ccccc2c(=O)n1-c1ccccc1OC,2.0,1,/,-2,/,4,-10,11,123,9,-2.1
CC(C)N1CCN(Cc2c[nH]c3ccccc23)CC1CCO (centres undefined),1.4,3,/,-8,/,-11,76,-1,109,-4,0.3
Cc1ccc(C)c(C2(O)CC(C)N(C)CC2C)c1 (centres undefined),-0.5,1,2.1,1,1.7,-3,4,18,104,20,-4.1
COc1ccccc1-n1c(O)c(C=NCc2ccc3c(c2)OCO3)c(=O)[nH]c1=O,1.9,-2,-1.9,11,-0.8,-19,-1,13,103,8,-2.4
O=P1(N(CCCl)CCCl)NCCCO1 (centres undefined),3.3,-3,-0.9,-33,-0.2,-12,-3,8,112,-14,-1.5
CCCCS(=O)(=O)N1CCN(C(=N)N[N+](=O)[O-])CC1,3.0,/,1.4,/,4.2,/,843,/,103,-7,/
Cc1cccc(CSc2nc3c(cc2C#N)CN(C)CC3)c1,1.2,20*,-3.0,-51,-1.6,-6,3,18,104,-1,-3.2
CCN(CC)C(=O)c1ccc2c(c1)C1C=CCC1C(C(=O)O)N2 (centres undefined),-0.6,0,/,0,/,1,98,0,92,5,0.0
Cc1nn(Cc2ccc(Cl)cc2Cl)c(Cl)c1C(=O)O,3.2,-2,-2.0,6,-2.1,-11,-1,-5,97,12,0.9
CCCCn1c(N)c(N(CCOC)C(=O)CN2CC=C(c3ccccc3)CC2)c(=O)[nH]c1=O,2.9,6,3.3,-30,1.5,-5,6,4,104,-12,-0.9
O=C(c1ccco1)c1cn(Cc2ccccc2)c2ccccc12,3.9,-1,0.8,-31,1.0,1,4,0,108,14,0.1
CC(C)CCNC(=O)c1c(N)n(CC2CCCO2)c2nc3ccccc3nc12 (centres undefined),1.4,4,-2.9,15,-2.8,-4,436,0,/,-35,0.0
O=c1[nH]c(=O)n(Cc2ccccc2)c(O)c1C=NCCCO,0.9,3,-0.4,-8,-0.7,3,-34,16,98,19,-3.7
CN1Cc2ccccc2-n2nncc2C1,2.9,-5,/,16,/,-6,/,15,100,-10,-3.2
COC(=O)C1=C(c2ccccc2OCc2ccccc2)C[C@@H]2CC[C@H]1N2C(=O)NCc1ccc(F)cc1,1.3,4,0.2,-11,1.1,-6,36,6,102,21,-1.1
CN1CCN(CC(=O)Nc2ccc(Cl)cc2C(=O)c2ccccc2)CC1,2.7,0,-0.4,-5,3.3,4,-4,10,/,13,-2.5
CN1CCC(O)(c2cccs2)C(C(=O)c2cccs2)C1 (centres undefined),0.1,1,2.1,-5,1.6,-6,-6,12,95,-6,-2.4
C[C@]12CCC3[C@@H](CCC4=CC(=O)CC[C@@]43CO)C1CCC2=O (some centres undefined),-1.8,1,-2.6,-3,-0.7,-14,14,7,106,-3,-1.5
C[C@]12CCC(=O)C[C@H]1CC[C@@H]1[C@@H]2CC[C@]2(C)C(=O)CC[C@@H]12,0.1,4,-0.6,-3,2.6,0,/,9,104,30,-1.7
COc1ccc(CN2Cc3cnnn3-c3ccccc3C2c2ccccc2)cc1 (centres undefined),2.5,0,/,1,/,-1,/,7,110,-19,-1.5
Cc1nc2cc(C(F)(F)F)ccc2n1C1CCN(Cc2nnnn2Cc2cccs2)CC1,5.2,/,0.3,/,-1.8,-13,40,/,/,/,/
Cc1cc(OCC(=O)NCc2ccc(S(N)(=O)=O)cc2)c2c3c(c(=O)oc2c1)CCC3,4.5,-2,-0.9,8,2.9,-14,-6,5,94,-1,-1.0
CCc1ccc(OCCCN=C(C)c2c(O)n(C)c(=O)n(C)c2=O)cc1,1.1,0,0.1,-22,1.3,-12,-14,-12,101,-2,1.9
CCOc1cccc(C2NCc3ccccc3-n3cccc32)c1O (centres undefined),-2.4,-4,3.2,-4,4.0,-7,-4,-5,/,20,1.1
CC(C)C[C@H](NP(=O)(O)O[C@@H]1O[C@@H](C)[C@H](O)[C@@H](O)[C@H]1O)C(=O)N[C@@H](Cc1c[nH]c2ccccc12)C(=O)O,3.3,4,0.2,-15,-0.6,-15,-7,10,98,-7,-1.8

# (cont.)
SMILES,phage Ecoli inh,HTR5A ag,Ecoli viability,HTR5A inv ctr,AddAB inh,PKA-R1A act,Mot1-301 SUMO,OPRM1-OPRD1 inv,DSG3 Ab inh,PfHsp90 yeast 2,MOR-DOR ag
CC(=O)OC1N=C(c2ccccc2Cl)c2cc(Br)ccc2NC1=O (centres undefined),3.9,5,0.7,-6,3.2,9,23,3,109,-4,-0.6
Cc1nc2ccccc2c(=O)n1-c1ccccc1C(F)(F)F,1.1,0,-0.1,-1,0.4,2,7,2,89,3,-0.4
O=c1[nH]c(=S)n(CCC2=CCCCC2)c(O)c1/C=N/N1CCOCC1,0.4,/,-5.1,/,-3.1,/,0,/,106,/,/
Cc1cc(Cl)ccc1C(=O)C1CCCN(Cc2ccon2)C1 (centres undefined),2.7,3,-0.8,-7,-1.7,7,0,2,102,16,-0.4
C/C(=N\Nc1ccccc1)c1c(O)n(-c2ccccc2)c(=O)[nH]c1=O,2.5,5,-1.5,-12,0.3,-8,199,12,112,2,-2.3
O=C(Nc1ccc(F)cc1F)c1cccn(Cc2ccccc2)c1=O,3.8,5,0.6,7,3.8,1,3,-14,99,-6,2.9
Nc1ncn[nH]1,1.1,-2,-1.0,21,3.6,-3,147,6,118,-19,-1.1
O=C(O)Cn1cc(/C=C2\C(=O)NC(=O)N(Cc3ccco3)C2=O)c2ccccc21,5.9,0,2.0,1,1.6,-3,11,17,94,-11,-3.5
CC(=O)c1c(C)n(Cc2ccccc2Cl)c2ccc(O)cc12,4.9,1,2.5,-2,1.6,11,2,12,99,-27,-2.3
Cn1c(O)c(N=Nc2cccc(S(=O)(=O)N3CCOCC3)c2)c(=O)n(C)c1=O,3.1,-10,-1.6,25,3.3,0,5,12,101,-18,-2.3
Cc1cc(N2CCOCC2)ccc1/C=C1\C(=O)NC(=O)N(c2ccccc2)C1=O,0.9,-1,2.1,4,4.1,1,7,-3,99,-56,0.5
O=C1NC(=O)N(c2ccccc2)C(=O)/C1=C/c1ccoc1,4.7,3,-0.5,9,-0.7,4,7,-2,94,-3,0.5
COc1c(O)ccc2c1-c1c3c(cc4c1C(C2)N(C)CC4)OCO3 (centres undefined),1.9,-5,-3.3,12,2.5,0,263,-3,96,2,0.5
O=C(COc1ccccc1)N1CCN(C2CC3CCC2C3)CC1 (centres undefined),1.6,1,0.1,-4,3.4,-5,-2,0,102,11,0.1
O=c1[nH]cnc2nc(-c3ccc(N(CCCl)CCCl)cc3)[nH]c12,-0.7,7,/,-29,/,-11,/,-86,106,2,18
CC(Cc1ccccc1)/[N+]([O-])=C\c1ccc(C(F)(F)F)cc1 (centres undefined),1.0,4,0.4,-10,2.4,-1,-8,0,94,-10,0.0
Cc1ccc(-n2c(O)c(C=Nc3ccccc3N)c(=O)[nH]c2=O)cc1C,1.0,0,-1.9,12,3.5,-8,-9,-12,103,21,2.9
Cn1cc(/C=C2\C(=O)NC(=O)N(c3ccccc3)C2=O)c2ccccc21,0.7,2,-1.0,-9,-3.1,-3,-6,15,112,13,-3.3
COc1ccc(-n2c(=O)[nH]c3ccccc3c2=O)cc1,1.4,-2,1.1,12,-0.5,2,3,16,96,2,-2.8
Cc1ccccc1CN1CCN(C(=O)Cc2ccccc2)CC1,3.1,-1,-0.2,3,2.4,-2,272,10,104,12,-1.9
COC1=C(C)C(=O)O[C@]12C(=O)C(C)=C1CCCCN3[C@H]([C@@H]4C[C@H](C)C(=O)O4)CC[C@]132,2.2,0,-1.1,0,-1.1,-8,-12,10,/,13,-1.8
COc1ccc(C(=O)C2CN(C)CC2c2ccc(Cl)cc2)cc1 (centres undefined),5.5,-2,-0.2,5,-0.3,-2,/,-8,103,5,1.5
COc1ccc(-n2c(O)c(/C=C/C=Nc3ccccc3)c(=O)[nH]c2=O)cc1,2.8,8,1.1,22,3.1,-7,-11,13,/,0,-2.4
O=C1NC(=O)N(c2ccc(Br)cc2)C(=O)/C1=C/c1ccsc1,7.0,1,0.3,-3,0.2,-1,/,-3,103,-1,0.4
Cc1nn(C2CCOC(C)(C)C2)c2c1C(c1ccc3c(c1)OCO3)SCC(=O)N2 (centres undefined),-2.0,0,1.0,10,1.9,-4,12,11,108,-3,-1.9

# Next results follow.
SMILES,phage Ecoli inh,HTR5A ag,Ecoli viability,HTR5A inv ctr,AddAB inh,PKA-R1A act,Mot1-301 SUMO,OPRM1-OPRD1 inv,DSG3 Ab inh,PfHsp90 yeast 2,MOR-DOR ag
O=C(CCc1nc(-c2ccccc2F)no1)N1CCC2(CC1)OCCO2,1.8,-1,-1.6,-8,1.6,-11,-8,2,/,57,-0.4
C[C@@H](N)Cc1cnc[nH]1,3.0,0,0.3,-17,-4.3,-6,75,10,103,3,-1.8
CC(C)(C)C(=O)Nc1ccc(S(=O)(=O)N2CC3CC(C2)c2cccc(=O)n2C3)cc1 (centres undefined),1.5,-3,1.3,7,1.1,-2,-4,6,102,-6,-1.2
c1ccc(C2CC3CC4(CCCC4)N2O3)cc1 (centres undefined),-1.2,-1,2.2,-33,1.5,-1,-26,8,105,6,-1.5
CN(C)c1ccc(CN2CC=C(c3ccc(F)cc3)CC2)cc1,0.2,4,2.9,-21,0.9,-4,2,4,105,3,-0.8
CCN(CC)CCCC(C)N=C(c1ccccc1)c1c(O)n(C)c(=O)n(C)c1=O (centres undefined),1.0,1,-3.4,11,2.4,8,-7,2,101,-2,-0.4
O=P1(Oc2ccccc2)OCCCS1 (centres undefined),0.9,5,1.3,-12,2.4,-4,3,7,109,-36,-1.4
COc1ccc(C(=O)C2CCCN(C3CSCCSC3)C2)c(OC)c1 (centres undefined),-0.2,-1,-1.8,-10,1.0,-7,4,8,106,-19,-1.5
COP(=O)(/C=C(\Cl)c1ccccc1)/C=C(\Cl)c1ccccc1,0.3,-2,1.4,6,-0.4,-6,1,14,98,15,-2.8
COc1ccc(C(=O)c2nc3ccccc3n2C(C)C)cc1,-2.6,4,1.0,10,1.6,12,131,-6,109,36,1.2
Cc1ccnc(-n2c(-c3ccccc3)nc3ccccc3c2=O)c1,2.8,1,-3.6,-7,2.2,-1,4,10,124,/,-1.7
C[n+]1ccc(-c2ccccc2)c2ccccc21,2.5,2,0.0,2,4.4,-2,10,13,106,-5,-2.8
CCCCC1(CN2CCCC2=O)C(=O)NC(=O)NC1=O,3.9,0,-0.2,11,-1.3,-10,/,6,101,-32,-1.1

# An excerpt from above, showing only phage Ecoli inh:
compound | phage Ecoli inh
CN(C)c1ccc(CN2CC=C(c3ccc(F)cc3)CC2)cc1 | 0.2
CCN(CC)CCCC(C)N=C(c1ccccc1)c1c(O)n(C)c(=O)n(C)c1=O (centres undefined) | 1.0
O=P1(Oc2ccccc2)OCCCS1 (centres undefined) | 0.9

# Screening data deposited in PubChem by several laboratories.

# Not all compounds are listed, so the mix of outcomes need not match the whole.
